Bioassay records from PubChem.
ERp5 inh: inhibitors of human ERp5 | Q15084 | ERp5 insulin aggregation, absorbance 650 nm, 90 min | inhibition, % at 9.99 µM | 0.05% of 350,000 active;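 active = mean replicate inhibition above about 25%, with every replicate also reaching it, limit read from the data, passing the limit was not always enough; inconclusive = only one of those two criteria met; inactive = neither criterion met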
Target sequence (Q15084 whole entry, looked up): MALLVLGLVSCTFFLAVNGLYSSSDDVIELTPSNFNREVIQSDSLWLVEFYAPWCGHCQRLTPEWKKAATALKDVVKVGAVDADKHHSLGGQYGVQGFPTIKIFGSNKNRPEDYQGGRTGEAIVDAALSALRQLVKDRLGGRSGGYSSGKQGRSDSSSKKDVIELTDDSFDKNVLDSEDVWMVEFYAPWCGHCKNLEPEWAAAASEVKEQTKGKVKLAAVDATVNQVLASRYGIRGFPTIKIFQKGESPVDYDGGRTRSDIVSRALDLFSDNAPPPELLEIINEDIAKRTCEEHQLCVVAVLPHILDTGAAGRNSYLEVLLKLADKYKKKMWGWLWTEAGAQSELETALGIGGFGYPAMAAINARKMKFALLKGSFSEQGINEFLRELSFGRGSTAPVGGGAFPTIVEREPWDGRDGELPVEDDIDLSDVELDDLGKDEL
F508del corr: correctors of CFTR F508del function in bronchial epithelial cells. CFBE cells, YFP halide quenching; stimulated with forskolin plus potentiator P3; % fluorescence drop versus neutral controls. activity (quench increase), % at 7.58 µM. 0.36% of 350,000 active. AID 720511;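 active = mean added fluorescence quench of at least 8% versus neutral control, with both replicates also reaching 8%; inconclusive = only one of the mean or replicate conditions met; inactive = mean below 8% and not both replicates reaching 8%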;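 note: cells transiently co-express mutant CFTR-F508del with the halide-sensitive YFP; corrector assay measuring rescue of mutant channel to the surface after 24 h compound exposure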
Xi reactivation: activators of X-chromosome reactivation in mouse fibroblasts | XiGFP mouse fibroblasts, % GFP-positive cells imaging, 3 d; cells co-treated with 5-aza-dC sensitizer; scaled so ellipticine positive control = 100% | activation, % at 7.58 µM | 0.055% of 360,000 active | AID 743238;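 active = mean normalized replicate activation at least 10% and every replicate at or above 10%; inconclusive = only one of the two criteria met; inactive = mean below 10% and not all replicates reach 10%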;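 note: 0% = median of on-plate neutral control wells and 100% = ellipticine 6 µM median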
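Material: SV40-immortalized XiGFP fibroblast cells, line 68-5-11 | Buffer or medium: DMEM containing 5-aza-dC | Dosing: One concentration, pinned | Times: 3 d treatment, 15 min room-temperature fixation | Controls: Ellipticine 6 µM positive control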
DENV2 CPE rescue: DENV2-induced cell death inhibition | DENV2-infected cells, cytopathic effect rescue, plate reader | AID 651640 | CPE inhibition, % at 9.99 µM | 1.7% of 350,000 active; in the data active = CPE inhibition above about 20%, passing the limit was not always enough; inconclusive = no clear call, values can overlap the other calls; tested in BHK-21 cells;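 note: 0% = median of neutral control wells and 100% = median of positive control wells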
ARNT TACC3 PPI: ARNT/TACC3 interaction disruption; Q9Y6A5; AlphaScreen His-ARNT PAS-B/GST-TACC3 binding, luminescence; TACC3 fragment carries E629A point mutation; inhibition, % at 9.99 µM; 0.66% of 390,000 active; AID 623870;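 active = mean inhibition of replicates at least 50% and at least half of replicates each reaching 50%; inconclusive = half or more replicates reach 50% but mean below 50%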;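 note: 0% = complete ARNT plus TACC3 wells and 100% = ARNT alone without TACC3; many hits fall short of the cut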
EWS-Fli block: inhibitors of EWS/Fli oncoprotein transcriptional activity; A673 NR0B1-luciferase reporter, viability-normalised; inhibition, % at 12.6 µM; 0.67% of 350,000 active; AID 651661;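 active = mean inhibition of at least 50% after viability correction, with every replicate also passing that limit; inconclusive = mean reaches 50% but only one of two replicates passes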;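 note: firefly luciferase signal divided by Alamar Blue viability fluorescence both relative to DMSO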
INS-1E GSIS act: primary screen for activators of insulin secretion dependent on glucose, INS-1E cells, GLuc reporter luminescence. 0.61% of 370,000 active. INS-1E GLuc reporter insulin secretion, 2-3 h. AID 743287. activation, % at 16.6 µM;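 active = lowest replicate activation of at least 40%, so every replicate reaches that level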;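 note: 0% = median of neutral control wells and 100% = median of IBMX positive control wells; some compounds called inactive have numbers as strong as hits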
PAX8 inh HTS: lowers PAX8-driven luciferase in RMG-I cells. RMG-I TPO-luciferase reporter, SteadyGlo, 24 h. inhibition, % at 12.6 µM. 1.2% of 360,000 active;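 active = mean replicate inhibition at least 60% with every replicate also reaching 60%; inconclusive = only one of the two criteria is met; inactive = mean below 60% and not all replicates reaching 60%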;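 note: luciferase light reporting Pax8 driven TPO promoter activity; plate controls were median of neutral control wells for no effect and mitoxantrone controls for full effect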
Numbers without * were called inactive; u = inconclusive; x = not tested or not shown.

Structure,DENV2 CPE rescue,PAX8 inh HTS,F508del corr,Xi reactivation,ERp5 inh,ARNT TACC3 PPI,INS-1E GSIS act,EWS-Fli block
O=[N+]([O-])/C(C(Cl)=C(Cl)Cl)=C(\Sc1ccccc1)N1CCCCC1,6,-3,-4.0,0.1,0,x,6,19
Cc1ccc(C)c(NC(=O)C2=CCN(S(=O)(=O)c3ccc(F)cc3)CC2)c1,u,0,-0.9,0.1,6,4,33,-4
CC=Cc1ccc2n(c1=O)C[C@@H]1[C@@H](CO)[C@H](C(=O)N3CCCCC3)[C@H]2N1C(=O)C1CC1 (mixture of isomers),-3,x,4.0,0.8,-1,-2,7,1
COc1ccc(CN(C)C[C@@H]2OCCCC[C@H](C)Oc3ccc(NS(=O)(=O)c4ccc(C)cc4)cc3C(=O)N([C@@H](C)CO)C[C@@H]2C)cc1,-5,18,-1.6,-0.4,-1,-3,-28,-4
Cc1ccc(C(=O)NCC(=O)NCC(=O)OCc2ccc(F)cc2)cc1,9,1,0.2,0.0,-2,-7,2,-1
O=C(O)Cc1ccc2c(c1)N(S(=O)(=O)c1cccs1)CC(C(=O)O)O2 (stereo not drawn),-5,0,-2.6,0.1,1,-3,4,-2
C[C@H](CO)N1C[C@H](C)[C@H](CN(C)S(=O)(=O)c2ccc(Cl)cc2)Oc2ccc(NC(=O)Cn3cnnn3)cc2C1=O,-5,x,0.7,-0.5,-4,x,3,1
Cc1cc2c(ncn2C)c(NS(=O)(=O)c2ccc(F)cc2)c1C,-4,6,-2.2,0.1,2,x,7,-2
COc1ccc(C#Cc2cnc3c(c2)C(=O)N([C@H](C)CO)C[C@H](C)[C@@H](CN(C)C(C)=O)O3)cc1,-4,x,-2.9,-0.7,-1,8,-3,10
C#CCOCCOCCOCCNc1nc(N2CCN(C(=O)[C@H](C(C)C)n3cc(CCO)nn3)CC2)nc(N2CCN(C(=O)[C@H](CCCCN)n3cc(CCCC)nn3)CC2)n1,-4,-9,2.4,0.1,3,1,4,-18
CCc1ccc(NC(=O)c2ccccc2SC)cc1,2,-108,0.3,-0.1,-2,-7,-10,-56
O=C(C[C@@H]1CC[C@@H]2[C@H](COC[C@H](O)CN2S(=O)(=O)c2ccccc2Cl)O1)NCc1ccccc1Cl,3,7,5.7,0.0,5,4,-13,13
Cc1c(C(=O)NCC2CC2)sc(=O)n1Cc1cccc(F)c1,-2,-6,2.8,0.2,-4,x,-12,-3
Cn1ccc2c(-c3ccc(F)cc3F)cc3c(c21)C1CCC3C1 (stereo not drawn),14,-4,1.0,-0.1,2,x,1,-13
COc1ccc(CNC(=O)N[C@H](C(=O)O)C(C)C)cc1OC,-4,2,-0.7,0.0,-4,-12,16,6
O=C(Nc1ccc(S(=O)(=O)Nc2nccs2)cc1)c1cccc(N2C(=O)c3ccccc3C2=O)c1,-2,-6,2.5,0.0,-2,-4,x,4
COc1ccc(C(C)C)cc1-c1cc(C(=O)NCc2cc(C(F)(F)F)cc(C(F)(F)F)c2)[nH]n1,14,-24,-1.7,0.4,3,x,3,-11
Cc1cc(C)c(C#N)c(SCC(=O)N(CCC#N)c2ccc3c(c2)OCCO3)n1,-6,21,0.5,0.0,5,0,14,1
Cc1nn(C)cc1NC(=O)C[C@H]1CC[C@@H]2[C@@H](COc3ccc(NC(=O)C4CCC4)cc3C(=O)N2C)O1,x,-3,0.0,0.1,x,x,4,-2
COc1ccc(CC(=O)N2CCC(C)(C(=O)NS(=O)(=O)C3CC3)C2)cc1OC (stereo not drawn),-6,24,1.2,0.2,2,x,x,1
CCCNC(=O)N1[C@@H]2CN(C(=O)C3CC3)c3ccccc3[C@@H]2[C@@H]1CO,6,3,-3.5,0.1,-2,-3,6,-5
Cc1cccc(NC(=O)CN(CCc2ccccc2)S(C)(=O)=O)c1,-6,14,4.0,0.0,2,-12,-13,4
CSc1ccccc1NC(=O)Cc1ccccc1,-12,-3,3.8,-0.2,-3,1,0,-3
O=C(O)Cc1ccc(NC(=O)COc2ccc3ccccc3c2)cc1,-3,9,0.3,0.0,0,13,13,x
Clc1nssc1=Nc1ccc(Br)cc1,-3,8,-0.2,0.0,-1,-7,-8,4
COc1ccc(CCNC(=O)C2CCN(S(=O)(=O)N3CCC(C)CC3)CC2)cc1OC,3,8,1.2,0.0,0,2,5,x
OC[C@H]1[C@@H](c2ccc(C#Cc3ccccc3)cc2)[C@@H]2CN(Cc3cncnc3)CCCCN12,11,-24,0.7,0.0,-3,11,-3,-5
C[C@H]1CCCCO[C@@H](CN(C)Cc2ccc3c(c2)OCO3)[C@@H](C)CN([C@@H](C)CO)C(=O)c2cc(NC(=O)Nc3cccc4ccccc34)ccc2O1,-23,36,-2.9,0.0,x,8,-26,46
Cc1cc(C)c(S(=O)(=O)NCc2ccccn2)cc1C,-2,-15,-1.3,0.0,1,0,-1,6
COc1ccc(Br)cc1/C=N/n1c(COc2ccccc2)n[nH]c1=S,-5,14,2.8,0.0,1,-18,5,-8
C[C@@H]1CCCCO[C@H](CN(C)Cc2ccccc2)[C@H](C)CN([C@H](C)CO)C(=O)c2cc(NS(C)(=O)=O)ccc2O1,x,-8,0.0,-1.0,x,x,-11,-8
CCOC(=O)C1CCCN(C(=O)c2cccc(S(=O)(=O)N(Cc3ccccc3)c3ccccc3OC)c2)C1 (stereo not drawn),19,-12,-0.3,2.0,2,1,-40,0
O=C(C[C@@H]1C=C[C@H](NC(=O)c2cccnc2)[C@H](CO)O1)NCc1ccncn1,5,2,0.7,0.7,-2,x,5,x
CC(C)(C)S(=O)N1Cc2cc(C(=O)NCc3ccc(Oc4ccccc4)cc3)nc(-c3cccc(C#CCC4CCCC4)c3)c2[C@@H]1CCO (stereo partly drawn),-7,43,1.6,0.4,1,x,1,1
Cc1c(C(=O)N(C)C2CC(C)(C)NC(C)(C)C2)oc2c(F)cccc12,2,18,3.0,0.0,0,14,1,x
CCNC(=O)C[C@@H]1CC[C@H]2[C@@H](COC[C@@H](O)CN2C(=O)CC)O1,-8,-4,-3.5,0.1,-1,10,16,0
COC(=O)C(c1ccccc1)C(C(=O)OC)c1ccccc1 (stereo not drawn),12,1,0.2,0.1,2,-13,-8,-2
O=C(NCCNC(=O)c1cc(F)cc(F)c1)c1cc(F)cc(F)c1,30*,-2,3.4,0.0,6,0,26,3
CC(NC(=O)CNC(=O)c1ccccc1F)c1ccc(-n2ccnc2)cc1 (stereo not drawn),-1,17,0.4,0.1,4,-3,-7,-6
COc1ccc(CCN(C)C(=O)C2CCN(Cc3ccccc3)CC2)cc1OC,-1,-7,-0.2,0.0,1,-1,17,0
CC1=C([N+](=O)[O-])C(c2ccccc2Cl)NC(=O)N1 (stereo not drawn),3,27,4.0,0.1,24,-3,5,11
CC(NC(=O)c1ccccc1F)c1nnc(SCC(=O)N2CCN(c3ccccc3)CC2)n1C (stereo not drawn),1,-17,2.6,0.8,5,5,6,8
CCCNC(=O)C[C@H]1C[C@@H]2c3cc(NS(=O)(=O)c4ccccc4)ccc3O[C@@H]2[C@@H](CO)O1,-1,-3,-2.9,-0.1,x,-1,-1,-1
CN(CC(=O)Nc1ccccc1Cl)C(=O)c1cc(=O)[nH]c2ccccc12,0,8,0.5,-0.2,5,2,5,5
C/C(=N\NC(=O)c1cc2c(s1)CCC(C)C2)c1cccnc1 (stereo not drawn),11,-1,4.9,-0.1,-3,x,1,-23
O=C(O)C(Cc1ccccc1)N=Cc1c(O)c2ccccc2oc1=O (stereo not drawn),-5,9,-0.1,0.0,-5,-2,-13,2
C[C@@H]1CN([C@H](C)CO)C(=O)c2cc(-c3cccnc3)cnc2O[C@H]1CN(C)S(C)(=O)=O,-9,x,-0.9,-0.1,2,-6,22,3
CC1CC(C)CN(C(C(=O)NC2CCCCC2)c2cc3ccccc3o2)C1 (stereo not drawn),5,7,-1.4,x,1,x,-16,14
N#C/C(=C\c1cccnc1)c1ccc([N+](=O)[O-])cc1,-5,9,-2.3,-0.1,4,3,6,-12
Cn1c(=O)n(C)c2cc([N+](=O)[O-])c(N3CCN(S(=O)(=O)c4ccccc4)CC3)cc21,-2,13,-1.5,0.1,1,4,-1,10
CC1=C(C#N)S(=O)(=O)C(C#N)C(c2ccccc2)C1 (stereo not drawn),-2,2,-2.7,0.3,8,x,-1,2
C[C@H]1CN([C@@H](C)CO)C(=O)Cc2cc(NC(=O)Cc3cn(C)c4ccccc34)ccc2O[C@@H]1CN(C)C(=O)Nc1ccc2c(c1)OCO2,-6,-1,1.5,-1.2,-10,-11,-16,7
COCCNc1c2c(c(C#N)c3nc4ccccc4n13)CCCC2,2,15,2.6,0.0,-7,-6,67,-7
CC(C)CC#Cc1cnc2c(c1)C(=O)N([C@@H](C)CO)C[C@H](C)[C@@H](CN(C)S(=O)(=O)c1ccccc1)O2,-2,11,-1.0,-0.9,5,5,-13,12
NC(c1csc(NC(=O)Nc2cccc(C(F)(F)F)c2)n1)C1CCCCC1 (stereo not drawn),0,2,3.9,0.0,2,x,48*,46
Oc1ccc(N=Cc2cc(Br)c(N3CCOCC3)o2)cc1,-1,x,0.9,0.0,-8,3,-5,-4
O=C(C[C@@H]1C[C@@H]2c3cc(NC(=O)NC4CCCC4)ccc3O[C@@H]2[C@H](CO)O1)NCCc1ccccc1,18,1,0.5,0.0,-4,-10,6,-1
COCC(=O)N1CC2(CN(Cc3cccnc3)C2)c2c(n(C)c3cc(OC)ccc23)[C@@H]1CO,u,x,1.4,0.3,-2,x,13,0
NC(=O)c1nnn(-c2ccccc2)c1N,15,10,-0.1,0.2,3,-7,8,2
CCCNC(=O)[C@H]1[C@H](CO)[C@H]2Cn3c(ccc(C4=CCCC4)c3=O)[C@@H]1N2Cc1ccncc1,-3,-1,2.0,0.1,4,13,12,-1

Other compounds.
Structure,DENV2 CPE rescue,PAX8 inh HTS,F508del corr,Xi reactivation,ERp5 inh,ARNT TACC3 PPI,INS-1E GSIS act,EWS-Fli block
CCCN(C)C[C@@H]1Oc2cc(C#Cc3ccccc3)ccc2S(=O)(=O)N([C@@H](C)CO)C[C@@H]1C,20,x,3.3,0.1,4,1,-10,15
CCCC(C)NC(=O)c1cccc(Oc2ccccc2)c1 (stereo not drawn),-3,-44,-1.2,0.2,-2,13,-33,-28
O=C(Nc1ccc(Cl)cc1)N[C@@H]1CC[C@@H](CCNC(=O)c2ccccc2F)O[C@H]1CO,-5,-23,-3.8,0.0,3,0,-6,8
CCC(C)c1ccc(O)c(NC(=S)NC(=O)c2cccnc2)c1 (stereo not drawn),-10,-48,0.4,0.0,5,1,0,0
O=C(CN1CCOCC1)N1CC2(C1)[C@H](c1ccccc1)[C@@H](CO)N2Cc1cccc(F)c1,-6,-9,4.3,0.2,-1,x,13,-4
Cc1ccc(-c2nc(CS(=O)(=O)CC(=O)NCCCN3CCOCC3)c(C)o2)cc1,2,3,-1.6,-0.1,0,24,x,10
